# High-throughput results from PubChem BioAssay.
# TTR transcr act = TTR transcription activation, primary screen | AID 1117267 | activation, % at 16.7 µM | 1.3% of 92,000 active | SH-SY5Y TTR promoter Gaussia luciferase, luminescence; 100% = recombinant luciferase protein wells;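 active means activation above the mean of all tested compounds plus 3 SD, cut at about 9.5% in these data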;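 further: cells exposed to compounds for one day before reading; 0% = median of all test compound wells on the plate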
# * = called active by the depositor. Some of the compounds tested (hit frequency here may not be typical).
TTR transcr act | SMILES
-0.5 | N#CC1=C(N)SC(N)=C(C#N)C1c1ccc([N+](=O)[O-])cc1
-2.9 | CCOC(=O)[C@@H]1[C@H]2COc3ccccc3[C@@H]2N2C(=O)N(c3ccc(C(F)(F)F)cc3)C(=O)[C@@]12C
-7.4 | COc1ccc(COc2cc(-c3cccc(OC)c3)nc3ccc(NC(=O)c4ccc(OC)cc4)cc23)cc1
-2.1 | COCCCN1C(=O)C(=O)/C(=C(/O)c2ccc(S(=O)(=O)N3CCOCC3)cc2)C1c1ccc(OC)cc1 (stereo not drawn)
-0.2 | CC[C@H](C)[C@@H](CO)NC(=O)[C@H]1O[C@@H](n2ccc(N)nc2=O)[C@H](O)[C@@H]1O
-0.2 | Cc1ccc(C)c(NC(=S)c2nc3ccccc3s2)c1
-1.3 | CCOc1ccc2nc(N/C(N)=N/C(=S)Nc3cccc(OC)c3)nc(C)c2c1
-1.0 | O=C(CSc1nnc2ccccn12)c1ccccc1
0.0 | CC(NC(=O)C(=O)N/N=C/c1ccc(Cl)cc1)c1ccccc1 (stereo not drawn)
1.2 | COCCNC(=O)C(c1ccc(C)o1)N(C(=O)Cn1nnc2ccccc21)c1ccccc1 (stereo not drawn)
-0.1 | Cc1cc(-c2ccccc2)nc2oc3c(c12)NC(=O)CN(c1ccccc1)C3=O
0.6 | CCC(C)c1ccccc1OCCCCN1CCCC1 (stereo not drawn)
1.9 | CCOc1ccc(/C=N/N2C(C)CCCC2C)cc1 (stereo not drawn)
-1.6 | CCn1c(COc2ccc(C)cc2)nnc1SCc1nc2ccccc2[nH]1
1.3 | O=C(N=Nc1c(O)n(Cc2ccccc2)c2ccccc12)c1cc2ccccc2cc1O
-1.2 | CCN(CC)CCN(Cc1cc2cc(C)ccc2[nH]c1=O)C(=S)NCc1ccco1
-0.1 | COC(=O)[C@@H](Cc1c[nH]c2ccccc12)NCc1ccc(B(O)O)cc1
-0.6 | O=C1C=CC(=Nc2ccc3c(c2)C(=O)c2ccccc2-3)O1
0.4 | O=C(NCCOc1ccccc1)c1n[nH]c(=O)c2ccccc12
3.1 | Cc1cccc(N2CCN(C(=O)c3c(Cl)cnn3C)CC2)c1C
-0.6 | Cn1c(CNC(=O)c2ccccc2F)nnc1SCC(=O)NCc1ccccc1
-1.1 | O=C(Nc1cc(S(=O)(=O)N2CCOCC2)ccc1O)c1ccco1
-2.1 | CC1(C)CC(=O)C(c2c[nH]c3ccccc23)C(=O)C1
0.8 | O=C(c1ccc2ccccc2c1)C1CCCN(C(=O)c2noc3c2CCCC3)C1 (stereo not drawn)
0.1 | CCC(=O)c1ccc(N2CCN(S(=O)(=O)c3ccccc3)CC2)c(F)c1

# Next section.
TTR transcr act | SMILES
-0.7 | COc1ccc(C(=O)Nc2nc(C)c(C)s2)cc1OC
5.5 | Cc1ccc(C(=O)OCC(=O)c2c[nH]c3ccccc23)cc1
-1.1 | CC(C)CC(=O)Nc1nc2ccc(S(C)(=O)=O)cc2s1
-1.0 | N#CCc1ccc(OC(=O)c2cccnc2)cc1
0.8 | CCOc1ccc(N(CC(=O)OC)S(=O)(=O)c2c(C)noc2C)cc1
-0.8 | O=C(N/N=C/c1ccc2c(c1)OCO2)C1COc2ccccc2O1 (stereo not drawn)
7.3 | O=C(CCC1CCCN(c2ncccn2)C1)NCc1ccc(F)c(F)c1 (stereo not drawn)
0.2 | COc1ccc(S(=O)(=O)NCc2ccncc2)cc1OC
0.9 | CC(=O)N1CSCC1C(=O)NNS(=O)(=O)c1cccc(C(F)(F)F)c1 (stereo not drawn)
0.8 | O=C(Nc1ccc2ccccc2c1)N1CCCN(CCOc2ccccc2)CC1
-2.7 | Cc1nnnn1/C(=C\c1ccccc1)C(=O)OCC(=O)N1CC2(C)CC1CC(C)(C)C2 (stereo not drawn)
1.8 | O=C(O)C(C(O)c1ccccc1)[n+]1ccccc1 (stereo not drawn)
3.7 | CCOc1ccc(-c2nc[nH]c2[N+](=O)[O-])cc1
-0.4 | C[C@@H]1CN([C@@H](C)COC(=O)C(C)(C)C)C(=O)c2cc(NC(=O)Nc3ccccc3)ccc2O[C@@H](C)CCCCO[C@H]1CN(C)S(=O)(=O)c1ccc(F)cc1
-1.4 | Cc1ccc2cc(CCNC(=O)c3cc4ccccc4o3)c(=O)[nH]c2c1C
0.0 | CN1Cc2cc(C(=O)c3ccccc3O)cnc2NC1=O
1.5 | CCCCn1nnnc1NCc1ccc(C)s1
-0.5 | NC(=O)C1(C(N)=O)OC1c1ccc(Cl)cc1Cl (stereo not drawn)
3.4 | CC(C)c1ccccc1NC(=S)NC(C)c1ccccc1 (stereo not drawn)
3.6 | CCNC(=O)c1sc(=S)n(-c2ccc(C)cc2)c1N
-0.5 | Cc1ccc(-c2nc(C)c(C(=O)O)s2)cc1
4.0 | O=C(/C=C/c1cccc(F)c1)N(c1ccccn1)C1CCCCC1
-2.1 | CCOC(=O)c1[nH]cc(-c2ccccc2)c1N1CCOCC1
2.0 | CCCCSc1ncnc2[nH]ncc12
-2.4 | CCCCc1nc(NCc2ccccc2)c(C#N)c2c1CCCC2

# 2 entries from above in another layout.
NC(=O)C1(C(N)=O)OC1c1ccc(Cl)cc1Cl (stereo not drawn)
  TTR transcr act: -0.5
CC(C)c1ccccc1NC(=S)NC(C)c1ccccc1 (stereo not drawn)
  TTR transcr act: 3.4

# Looked up above.
# Reading for O=C(Nc1cc(S(=O)(=O)N2CCOCC2)ccc1O)c1ccco1 under TTR transcr act: -1.1
# Reading for Cc1cc(-c2ccccc2)nc2oc3c(c12)NC(=O)CN(c1ccccc1)C3=O under TTR transcr act: -0.1
# Reading for CCCCSc1ncnc2[nH]ncc12 under TTR transcr act: 2.0
# Reading for O=C(N/N=C/c1ccc2c(c1)OCO2)C1COc2ccccc2O1 (stereo not drawn) under TTR transcr act: -0.8
# Reading for CCOc1ccc(/C=N/N2C(C)CCCC2C)cc1 (stereo not drawn) under TTR transcr act: 1.9

# Quoted at random: three compounds from above
TTR transcr act | SMILES
-1.0 | N#CCc1ccc(OC(=O)c2cccnc2)cc1
0.0 | CN1Cc2cc(C(=O)c3ccccc3O)cnc2NC1=O
-2.1 | CCOC(=O)c1[nH]cc(-c2ccccc2)c1N1CCOCC1

# (further entries)
TTR transcr act | SMILES
-4.3 | O=C(c1cc2c(s1)-c1ccccc1S(=O)(=O)C2)N1CCN(Cc2ccccc2)CC1
0.7 | O=C(c1cccs1)N1CCc2ccccc2C1
-0.2 | CSc1ccc(CN(C)C(=O)c2ccc(S(=O)(=O)Nc3ccccc3)cc2)cc1
-0.3 | CCCOc1ccc(/C=N/Nc2ccccc2[N+](=O)[O-])c(O)c1
-3.3 | CC1(C)Cc2c(sc3c2c(=N)n(Cc2ccco2)c(=O)n3Cc2ccc(F)cc2)CO1
3.4 | COC(=O)c1cc(NC(=O)CN2CCC(C(N)=O)(N3CCCCC3)CC2)cc(C(=O)OC)c1
-0.5 | CCOC(=O)c1sc2nc(C)nc(NCCc3ccccn3)c2c1C
-0.9 | C/C(CC(=O)Nc1ccc2c(c1)OCCO2)=N\NC(=O)COc1ccc(C)cc1Br
-0.1 | S=C(NCCCn1ccnc1)Nc1cccc(Cl)c1
-0.5 | C#CCOCCOCCOCCNc1nc(N2CCN(C(=O)[C@H](CCC(=O)O)n3cc([C@@H](N)CC(N)=O)nn3)CC2)nc(N2CCN(C(=O)[C@H](CCC(=O)O)n3cc([C@@H](N)CC(N)=O)nn3)CC2)n1
0.7 | COCCn1c(SCC(=O)NCC2CCCO2)nc2c([nH]c3ccccc32)c1=O (stereo not drawn)
0.2 | C[C@H]1[C@H](N)CC[C@@]23CCCN2C(=O)CCC[C@@H]13
2.3 | Cc1ccc(CN2CCSc3ccc(C(=O)NCc4ccco4)cc32)cc1
0.9 | Cc1cccc(-c2noc(CNC(=O)c3ccco3)n2)c1
0.8 | CC(C)CNC(=S)N1CCC(NC(=O)c2ccco2)CC1
-0.1 | CC1CN(C2CCCCC2)C(=O)NC1=O (stereo not drawn)
-0.1 | COc1ccc(CCNS(=O)(=O)CCNC(=O)c2ccc(OC)cc2)cc1
0.2 | Cc1cccc(NC(=O)c2c(F)c(F)c(F)c(F)c2F)c1
-1.5 | Cc1ccc(C2C(C(=O)c3sc(-c4ccccc4)nc3C)=C(O)C(=O)N2CCN(C)C)o1 (stereo not drawn)
0.5 | CC(C)(C)c1ccc(OCCn2nc(C(=O)O)c3ccccc3c2=O)cc1
-1.0 | COc1ccc(NC(=O)c2ccc(-c3ccccc3Cl)o2)cc1
0.3 | COc1ccc(-c2noc(CN(C)Cc3ccccc3)n2)c(OC)c1OC
2.5 | Cc1cc2c(sc3c(C)ccc(C)c32)c(C)n1
1.7 | O=C(O)CC(CC(=O)Nc1ccc(-n2ccc(C(F)(F)F)n2)cc1)c1ccccc1 (stereo not drawn)
-1.4 | CCOC(=O)[C@]12CCCC=C1N(Cc1ccc(OC)cc1)C(=O)[C@@H]2CC(=O)NCc1cccc2ccccc12

# (next part)
TTR transcr act | SMILES
2.7 | C[C@@H]1CCN(C2CC2)S(=O)(=O)c2c(cccc2N2CC[C@@H](O)C2)O1
-0.2 | CCOc1ccccc1CN1CCNC(=O)C1CC(=O)NCCN1CCOC1=O (stereo not drawn)
0.8 | O=C(CC[C@H]1O[C@@H](n2cnc3c(NC(=O)c4ccccc4)ncnc32)[C@H](O)[C@@H]1O)NCC(c1ccccc1)c1ccccc1
3.3 | Oc1oc(-c2ccccc2)nc1C=Nc1cccc2ccccc12
1.0 | COCCN(C(=O)C1CC(=O)N(Cc2ccc(C)cc2)C1)c1c(N)n(CC(C)C)c(=O)[nH]c1=O (stereo not drawn)
0.3 | CNC(=O)CSc1nnc(C(C)C)n1C
-0.3 | O=C(/C=C/c1ccc(F)cc1)N1CCN(c2ccccn2)CC1
-0.1 | N#Cc1c(NC(=O)CSc2nc(N)cc(=O)[nH]2)sc2c1CCCCCC2
-1.0 | O=C(CCN1CCN(CCO)CC1)Nc1cccc(Br)c1
0.3 | CC(C)OC(=O)c1c(N)n(CCCN2CCOCC2)c2nc3ccccc3nc12
1.0 | COc1ccc(-n2nc3c(c2NC(=O)C24CC5CC(CC(C5)C2)C4)CS(=O)C3)cc1 (stereo not drawn)
0.1 | CCCCCCc1c(O)nc(SCC(=O)O)[nH]c1=O
1.9 | CS(=O)(=O)c1ccc(Cl)c(NC(=O)CCCSc2ccccc2)c1
0.0 | CCN(CC(=O)Nc1c(F)cccc1F)C(=O)CN1C(=O)C2CCCCC2C1=O (stereo not drawn)
4.9 | OC1(c2ccc(Cl)cc2)CCN(Cc2cn[nH]c2-c2ccccc2)CC1
-0.7 | CC1CCCC(C)N1c1nnc(NC(=O)Cn2c(=O)oc3ccccc32)s1 (stereo not drawn)
0.1 | CCc1nc(OCCN(CC)CC)c2oc3ccccc3c2n1
1.6 | Cc1ccc(NC(=O)C2CCCN2C(=O)NC2CCCCC2)cc1F (stereo not drawn)
0.0 | Cc1c(NC(=O)COc2cccc(Br)c2)c(=O)n(-c2ccccc2)n1C
2.5 | O=C(CNC(=O)c1cccs1)OCC(=O)c1cccs1
-2.4 | CCN1C(=O)/C(=C/c2nc3ccccc3c(=O)[nH]2)c2ccccc21
-1.2 | CCOC(=O)C1CCCN(C(=O)c2cc3cc(F)ccc3[nH]2)C1 (stereo not drawn)
0.4 | O=C(COc1ccc(Cl)cc1)OCc1ccc(Cl)cc1
0.0 | O=C1C[C@@H](c2ccc(O[C@@H]3O[C@H](CO)[C@@H](O)[C@H](O)[C@H]3O)cc2)Oc2cc(O)ccc21
1.0 | COc1ccc(NC(=O)N(C)C[C@H]2Oc3ccc(NC(=O)NC4CCCCC4)cc3C(=O)N([C@H](C)CO)C[C@@H]2C)cc1

# Three of the entries above in order of their number in TTR transcr act, highest first:
TTR transcr act | SMILES
2.7 | C[C@@H]1CCN(C2CC2)S(=O)(=O)c2c(cccc2N2CC[C@@H](O)C2)O1
0.1 | CCc1nc(OCCN(CC)CC)c2oc3ccccc3c2n1
-1.0 | O=C(CCN1CCN(CCO)CC1)Nc1cccc(Br)c1

# (more compounds)
TTR transcr act | SMILES
2.4 | CNC(=O)c1c(NC(=O)C2=COCCO2)sc(C)c1C
-1.0 | Cc1cc(C)c(C(=O)CSc2nc(C)cc(=O)[nH]2)c(C)c1
0.0 | COCCCn1c(=O)c2sccc2n(Cc2cccc(C)c2)c1=O
-3.2 | COC(=O)CCCC1=CC2=CC(=O)C(C)(OC(=O)c3cccs3)C(=O)C2=CN1Cc1ccco1 (stereo not drawn)
2.9 | Cc1cccc2c1nc(-c1ccccc1)n1nnnc21
0.3 | O=S(=O)(c1cc(Cl)ccc1Cl)N1CCCC1
0.7 | NC(=O)N/N=C/c1cccc(OCc2ccc(F)cc2)c1
0.5 | COc1cccc(CNS(=O)(=O)c2ccc3c(c2)oc(=O)n3C)c1
0.3 | CCOC(=O)[C@]12CCCC=C1N(CCCOC)C(=O)[C@@H]2CC(=O)NCCc1ccccc1OC
-0.2 | CC1(C(=O)NCCN2CCOCC2)C=CCN1C(=O)c1ccccc1 (stereo not drawn)
-1.3 | CCOCCCNC(=O)C1CCCN1C(=O)Nc1ccccc1[N+](=O)[O-] (stereo not drawn)
-1.6 | COc1ccc(-c2[nH]ncc2CN2CCN(C(=O)c3cccs3)CC2)c(F)c1
1.7 | CC(C)(C)NCCOCCOc1ccccc1-c1ccccc1
24.5* | CCOC(=O)C(NC(=O)c1cccc(Cl)c1)(OCc1ccc(F)cc1)C(F)(F)F (stereo not drawn)
0.1 | CCCC(=O)Nc1ccc2c(c1)nc1n2CCOC1
6.7 | O=C(CN1CCN(c2cccc(Cl)c2)CC1)Nc1ccc([N+](=O)[O-])cc1C(=O)Nc1ccccc1F
1.9 | COc1ccccc1C(=O)NNC(=O)Cc1ccccc1
-0.6 | O=C(Nc1ccc(F)cc1)OCc1cn(Cc2ccc(F)c(F)c2)nn1
-2.1 | CO/N=C(/CS(=O)Cc1ccccc1Cl)c1ccc(Cl)cc1Cl (stereo not drawn)
-1.2 | Nc1cccc2c1C(=O)N(C(=O)/C=C/c1cccc(Br)c1)C2=O
3.2 | CCc1ccc(S(=O)(=O)n2c(C)nc3ccccc32)cc1
-3.5 | CC1(C)C2CCC1(C)C(OC(=O)c1ccc(O)cc1)C2 (stereo not drawn)
